S2 tox: reduces viability in counter-screen for ATXN expression inhibitors. S2 cells (HEK-293 line with an ATXN2-luciferase reporter) viability, CellTiter-Fluor protease fluorescence, 24 h. Potency, µM (doses to about 56.7 µM), hits mostly cytotoxic. 400,000 compounds, 0.49% hits. AID 651635; further: potency means the concentration at half of the fitted maximal effect; nearly all actives have a fitted effect of over 40% in size
Nrf2 block: Nrf2 pathway inhibition | A549 ARE-Fluc reporter, luciferase luminescence, 18-24 h | Potency, µM (titrated, usually from 46 µM), for the others: at the highest dose activity change, negative = inhibition, usual class: inhibitors | 360,000 compounds, 2.1% hits | AID 504444; further: potency means the concentration at half of the fitted maximal effect; on the % scale 0 is the no-effect control and ±100 the full control effect; nearly all actives have a fitted effect of over 60% in size
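In this cell-based qHTS, ARE-driven firefly luciferase in A549 cells reports Nrf2 activity; the luminescent signal after BugLite lysis is the measured value, with a prior CellTiter-Fluor read for cell health.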
A549 viability: kills or reduces viability of A549 cells in Nrf2 counter-screen; A549 ARE-Fluc cells, CellTiter-Fluor viability, 18-24 h; Potency, µM (top dose mostly 46 µM), inactives show top-dose activity change, negative = cytotoxicity, most hits filed as inhibitors; 390,000 compounds, 0.16% hits; AID 504648; further: potency means the concentration at half of the fitted maximal effect; on the % scale 0 is the no-effect control and ±100 the full control effect
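Cytotoxicity counterscreen: CellTiter-Fluor fluorescence was measured in A549 ARE_Fluc cells after 18-24 h of compound exposure in a concentration series. The subsequent BugLite luminescent read reports ARE-luciferase activity.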
HepG2 viability: counter-screen for TGF-b inhibitors: cytotoxicity in HepG2 cells | HepG2 CAGA-GFP viability, ATP luminescence, 18 h | 410,000 compounds, 0.76% hits | Potency, µM (series often up to 46.1 µM), for inactives: at the top dose activity change, negative = cytotoxicity, hits mostly cytotoxic; further: potency means the concentration at half of the fitted maximal effect; some results filed as inactive show a strong effect at the top dose
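HepG2 CAGA-GFP cells (1000/well, DMEM with 1% FBS) received compound, then TGF-beta at 500 pg/mL final, and were incubated 18 hours at 37 degrees C. Viability was read by CellTiter-Glo luminescence. Media-only wells were set as complete cell-killing and DMSO as no toxicity.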
Nrf2 ARE act: activators of Nrf2 (ARE) signaling; Potency, µM (titrated, usually from 46.1 µM), without a hit: at the top dose activation, usual class: activators; AREc32 ARE-luciferase reporter (MCF7-derived line), luminescence, 24 h; 410,000 compounds, 0.31% hits; further: potency means the concentration at half of the fitted maximal effect; % of control where 0% means no effect; nearly all actives have a fitted effect of over 65% in size
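For detection, Steady-Glo was added and plates sat 30 min at RT; before that, AREc32_Fluc cells grown overnight in OPTI-MEM/5% FBS had been treated with 23 nL compound for 24 hr at 37 deg C.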
Akt phos inh: Akt phosphorylation inhibition; Neuro2A IGF-stimulated pAkt S473 HTRF, 20 min; active compounds read low; activity change, % for hits at 50 µM; 360,000 compounds, 0.32% hits; AID 651550; in the data active means activity change below about -80%; inconclusive means mostly about -51% to -80%; further: on the % scale 0 is the no-effect control and ±100 the full control effect
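Single-point screen (50 µM final compound) in Neuro2A cells stimulated 20 min with 6 nM IGF at 37 deg C. After lysis, Ser473-phosphorylated Akt read by HTRF (ex 330 nm, em 615/665 nm) as the 665/615 ratio.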
TGFb SMAD3 inh: blocks TGF-b signaling; HepG2 CAGA-GFP TGF-b/SMAD3 reporter, GFP fluorescence, 18 h; TGF-beta stimulated, 500 pg/mL final; Potency, µM (doses to about 46.1 µM), for inactives: at the top dose activity, negative = inhibition, hits mostly inhibitors; 410,000 compounds, 1.2% hits; AID 588855; further: potency means the concentration at half of the fitted maximal effect; on the % scale 0 is the no-effect control and ±100 the full control effect; nearly all actives have a fitted effect of over 65% in size
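Cell-based qHTS in HEPG2 carrying a CAGA-GFP Smad reporter; compounds added before 500 pg/mL final TGF-beta, 18 h incubation at 37 degrees C, GFP fluorescence quantified per cell by imaging cytometry.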
CCT modulator: cytosolic chaperonin activity modulation | purified chaperonin ATPase assay, HTRF ADP detection, 30 min | activity change, % (test concentration not listed), hits read low | 360,000 compounds, 0.3% hits | AID 651819; in the data active means activity change below about -30%; further: on the % scale 0 is the no-effect control and ±100 the full control effect
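Nucleotide hydrolysis assay: TRiC at 20–40 nM final (set by batch activity) with 10 uM ATP, 30 min at 37 °C, in presence of 76 uM compound. Detection by competitive ADP HTRF, 30 min ambient.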
Mm-Cpn inhibitor: blocks the Methanococcus maripaludis chaperonin Mm-Cpn; purified Mm-Cpn ATPase, ADP Transcreener TR-FRET; Potency, µM (top dose mostly 76.9 µM), without a hit: at the highest dose activity, negative = inhibition, hits mostly inhibitors; 330,000 compounds, 0.031% hits; further: potency means the concentration at half of the fitted maximal effect; on the % scale 0 is the no-effect control and ±100 the full control effect; nearly all actives have a fitted effect of over 80% in size
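Quantitative HTS used 25 nM Mm-CPN and 10 uM ATP in magnesium/KCl Tris buffer, pH 7.4, with 1 mM DTT. Hydrolysis ran 30 min at 37°C; ADP was read by HTRF.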
* hit, by the source's call; i = inactive; ? = inconclusive; nt = no result given; [ ] = another dose, or the depositor's remark. Unless noted, the call rests on the fitted dose curve; in most records, active means well fitted curve in the direction sought with a large enough effect; inconclusive means small, poorly fitted or top-dose-only effect, or another doubt; inactive means no such curve, though single readings can be large; an effect the other way counts as inactive or inconclusive. An unsorted share of the library (roughly 4.4% active in at least one column).

Start of the data: the first four entries as a preview:
SMILES	S2 tox	Nrf2 block	A549 viability	HepG2 viability	Nrf2 ARE act	Akt phos inh	TGFb SMAD3 inh	CCT modulator	Mm-Cpn inhibitor
CN1c2ccccc2SC2C(c3ccccc3)=NOC21 (stereo unspecified)	i	nt	nt	-1.8%	-0.1%	i	10.2%	-3.3	nt
CCCS(=O)(=O)N1CCC(C(=O)NCC2CCCO2)CC1 (stereo unspecified)	i	?	-2.0%	13.1%	0.2%	i	1.1%	-6.2	-0.8%
COc1cc(C(=O)NCC(C)C)c([N+](=O)[O-])cc1OC	i	-1.5%	-3.8%	-2.1%	-0.4%	i	-14.5%	3.2	2.0%
c1ccc(C2C3=C(CCCC3)Nc3ncnn32)cc1 (stereo unspecified)	i	-4.5%	2.5%	-5.2%	0.1%	i	0.0%	-5.4	-3.2%

The listing, previewed entries included:
SMILES	S2 tox	Nrf2 block	A549 viability	HepG2 viability	Nrf2 ARE act	Akt phos inh	TGFb SMAD3 inh	CCT modulator	Mm-Cpn inhibitor
CN1c2ccccc2SC2C(c3ccccc3)=NOC21 (stereo unspecified)	i	nt	nt	-1.8%	-0.1%	i	10.2%	-3.3	nt
CCCS(=O)(=O)N1CCC(C(=O)NCC2CCCO2)CC1 (stereo unspecified)	i	?	-2.0%	13.1%	0.2%	i	1.1%	-6.2	-0.8%
COc1cc(C(=O)NCC(C)C)c([N+](=O)[O-])cc1OC	i	-1.5%	-3.8%	-2.1%	-0.4%	i	-14.5%	3.2	2.0%
c1ccc(C2C3=C(CCCC3)Nc3ncnn32)cc1 (stereo unspecified)	i	-4.5%	2.5%	-5.2%	0.1%	i	0.0%	-5.4	-3.2%
O=C(CSc1nncn1-c1cccnc1)N1CCOCC1	i	13.7%	-0.8%	7.8%	4.2%	i	-2.1%	1.0	0.2%
COc1cccc(CNS(=O)(=O)c2cc(-c3cc(C)no3)ccc2C(C)C)c1	?	-12.0%	-10.0%	-4.7%	-0.4%	i	?	-3.4	-2.5%
O=C1CCC(c2ccccc2)N1C(=O)c1cccnc1 (stereo unspecified)	i	nt	3.2%	2.8%	-0.6%	nt	3.8%	-2.9	0.0%
Cc1noc(C)c1NC(=O)Nc1ccc2c(c1)C(=O)N([C@H](C)CO)C[C@H](C)[C@@H](CN(C)C(=O)NC1CCCCC1)O2	i	26.5%	4.9%	-10.3%	-1.1%	i	5.7%	-4.7	0.4%
Clc1ccc(-c2nnc3cccc(Cl)n23)c(Cl)c1	i	-0.3%	-3.0%	10.2%	-1.8%	nt	7.2%	1.6	-2.2%
CC1(C(=O)NS(=O)(=O)C2CC2)CCN(C(=O)c2ccc3ccccc3n2)C1 (stereo unspecified)	i	nt	nt	-14.6%	-0.7%	i	-4.3%	-1.7	nt
O=C(c1cc(Br)ccc1O)N1CCN(S(=O)(=O)Cc2ccccc2)CC1	nt	0.0%	-7.4%	-22.5%	4.7%	i	?	-1.1	-0.8%
O=C(COC(=O)c1ccc(S(=O)(=O)NCc2ccco2)cc1)NCC1CCCCC1	i	2.9%	?	-6.5%	2.8%	i	2.4%	0.1	-2.8%
COc1ccc(NC(=O)c2c(Cl)cnn2C)c(C)c1	i	20.8%	-0.1%	-7.4%	-0.1%	i	-1.1%	-2.8	-1.6%
O=C(COc1cccc2cccnc12)N/N=C1\SCC(=O)N1CCc1ccccc1	i	-5.4%	-8.6%	-20.1%	-0.1%	i	5.3%	-0.9	-2.0%
CC(=O)Nc1ccc(-n2c(CCC(=O)O)ccc2-c2ccc(Br)cc2)cc1	i	10.2%	-2.8%	-19.6%	7.4%	nt	-26.6%	nt	nt
N#Cc1ccc(C(CC(=O)O)N2Cc3ccccc3C2=O)cc1 (stereo unspecified)	i	7.3%	2.8%	5.3%	0.1%	i	-1.5%	-1.4	1.1%
Cc1no[n+]([O-])c1COc1ccc(/C=C2\NC(=S)NC2=O)cc1	i	nt	5.0%	0.3%	11.4%	i	22.0%	-3.1	-0.2%
CN1CCN(c2nc(-c3ccc(Cl)cc3)cc(=O)[nH]2)CC1	i	5.9%	0.8%	-2.0%	-0.1%[9.22 µM]	i	14.2%	1.4	-1.2%
COc1cc(C(=O)NCCC(=O)NCc2c(F)cc(F)cc2F)cc(OC)c1OC	i	-3.6%	3.2%	-1.1%	-0.6%	i	-2.6%	3.0	-0.5%
COc1ccc(Cn2ccc3nc(C)c(C(=O)NCc4cccc(OC)c4)cc3c2=O)cc1	?	29.6%	0.3%	-18.5%	0.8%	nt	-12.1%	nt	nt
CN(C)c1nc(SCCOC(=O)COc2ccc(Cl)cc2Cl)nc(N(C)C)n1	i	5.4%	-5.8%	3.2%	-0.6%	i	-0.2%	2.1	?
COc1ccc(N(CC(=O)N2CCN(c3ccccc3F)CC2)S(=O)(=O)c2ccc(C)cc2)cc1	i	?	-1.3%	-14.9%	-0.6%	i	5.7%	-1.0	?
CCCCNC(=O)C1(C)CCCCN1Cc1ccccc1-c1ccccc1 (stereo unspecified)	i	nt	nt	20µM*	-0.8%	i	?	-1.8	nt
O=C(O)c1ccc(NC2=C(n3nnc4ccccc43)C(=O)c3ccccc3C2=O)cc1	i	-9.2%	-20.6%	26.9%	-0.5%	i	3.1%	2.0	-0.2%
CCN(Cc1ccccc1)CC(O)COc1ccccc1 (stereo unspecified)	i	15.2%	0.0%	9.2%	-0.6%	i	10.9%	3.3	0.5%
Cc1cc(C)cc(NC(=O)COC(=O)c2cc(C)oc2C)c1	?	?	-3.2%	-7.4%	0.4%	i	21.1%	-0.6	-1.2%
Cc1ccc(NC(=O)Cn2nc(C(=O)O)c3ccccc3c2=O)cc1S(=O)(=O)N1CCCCCC1	i	-11.6%	0.9%	0.0%	0.0%	i	?	-1.4	nt
CC1=CC(=C(C#N)c2nc3ccccc3s2)C=C(C)N1c1ccc(F)cc1	i	?	0.2%	1.0%	0.7%	i	?	0.3	0.4%
COc1ccc(CC(=O)NC2CCS(=O)(=O)C2)cc1 (stereo unspecified)	i	7.6%	0.0%	4.2%	-0.6%	i	6.5%	-0.2	0.4%
CCCc1[nH]n(-c2ccc([N+](=O)[O-])cc2)c(=O)c1C=NCCCn1ccnc1	nt	7.1%	6.5%	-17.1%	5.9%	i	-4.2%	0.7	-4.6%
COc1ccc(NC(=O)CNC(=O)c2nn(-c3ccc(OC)c(Cl)c3)c(=O)c3ccccc23)c(OC)c1	?	-9.8%	-16.9%	-15.4%	-0.2%	i	-27.0%	-0.9	2.2%
COc1ccc2c3c(c(=O)oc2c1OCC(N)=O)CCCC3	i	-19.1%	0.1%	6.5%	0.2%	i	4.9%	-0.2	1.2%
COc1ccc(Nc2nc(-c3ccccc3O)nc3ccccc23)cc1	i	-97.7%	-28.4%	-51.3%	4.1%	i	?	-0.6	?
CC1CCCC(C)N1C(=O)COC(=O)c1cc(S(=O)(=O)N2CCOCC2)ccc1Cl (stereo unspecified)	i	20.8%	2.6%	0.0%	-0.2%	i	14.2%	-19.4	0.2%
CCc1nc(SCC(=O)N2CCCC2)c2c(=O)n(C)c(=O)n(C)c2n1	i	2.0%	3.9%	0.1%	-0.4%	i	0.3%	-6.4	0.0%
O=C(c1cccs1)N1CCC(c2nc3c(nnn3Cc3cccc(Cl)c3)c(=O)[nH]2)CC1	i	12.9%	-0.2%	7.2%	0.9%	i	9.1%	-0.3	-0.6%
COc1ccc(CCN=C(N)NS(=O)(=O)c2cccs2)cc1OC	i	-0.9%	2.9%	-0.7%	-0.2%	i	-8.1%	-0.8	0.7%
O=C(Nc1cccnc1)c1ccc(Cl)c(S(=O)(=O)N2CCCCC2)c1	?	?	0.4%	-20.8%	0.3%	i	0.0%	-2.4	2.8%
CC1(C)SC(=S)N(/N=C/c2ccc(O)cc2)C1N(O)C(=O)Nc1ccc([N+](=O)[O-])cc1 (stereo unspecified)	?	16.4µM*	?	-45.3%	10.2%	i	?	-0.7	2.6%
CCn1cc(C(=O)NCc2ccco2)c(=O)c2cc(S(=O)(=O)N3CCCC3)ccc21	i	11.3%	-3.3%	-38.1%	0.1%	i	-3.8%	-0.6	0.3%
Cn1cc(S(=O)(=O)N2CCC(Cc3ccccc3)CC2)c(=O)n(C)c1=O	i	-8.2%	-4.6%	-2.3%	0.6%	i	0.9%	-1.6	-0.6%
N/C(=N\NC(=O)c1ccc(Cl)cc1)c1cnccn1	i	?	-2.1%	4.9%	-0.4%	i	-23.8%	0.9	0.5%
CCn1cc(C(=O)NCc2ccc3c(c2)OCO3)c2cc(OC)c(OC)cc2c1=O	i	-16.5%	-5.3%	-0.9%	-0.5%	i	5.8%	-0.2	-0.2%
CCNc1cccc2c1C(=O)N(C)C2=O	nt	-28.5%	10.4%	-3.3%	-0.6%	i	-0.9%	-1.5	3.2%
CCOCCCNC(=O)c1cn(C)c(=O)c2cc(OC)c(OC)cc12	i	13.8%	11.7%	8.9%	-0.3%	i	-8.5%	-0.8	0.9%
COC(=O)N/C(C)=C1/NC(=O)c2ccccc2C(c2ccccc2)N1 (stereo unspecified)	i	8.4%	-0.5%	0.2%	2.4%	i	3.4%	-3.1	-0.1%
O=c1oc2cc(O)c(Cl)cc2c2ccccc12	i	-7.9%	-1.0%	4.9%	20.7%[9.22 µM]	i	7.5%	-2.4	-29.1%
COc1ccccc1Cc1c(-c2ccc(Cl)cc2)nc2c(C)cc(Br)cn12	?	nt	nt	12.6µM*	1.4%	i	14.1µM*	-0.4	nt
Cc1ccc(S(=O)(=O)N2CCCN(C(=O)CNC(=O)c3ccccc3)CC2)cc1	i	-14.0%	0.0%	-4.6%	-0.6%	i	0.0%	-0.2	0.8%

Screening results: PubChem, National Center for Advancing Translational Sciences (NCATS)
